HP1b binding inh = inhibitors of HP1-beta chromodomain binding to methylated histone tails; 390,000 tested, 0.56% active; AlphaScreen HP1-beta / biotin-H3K9me3 peptide binding; Potency, µM (top dose mostly 114 µM), without a hit: at the highest dose activity change, negative = inhibition, actives largely listed as inhibitors; AID 540317; further: potency means the concentration at half of the fitted maximal effect; nearly all actives have a fitted effect of over 70% in size; inactives centre near 23
Target sequence (P83916 whole entry, looked up): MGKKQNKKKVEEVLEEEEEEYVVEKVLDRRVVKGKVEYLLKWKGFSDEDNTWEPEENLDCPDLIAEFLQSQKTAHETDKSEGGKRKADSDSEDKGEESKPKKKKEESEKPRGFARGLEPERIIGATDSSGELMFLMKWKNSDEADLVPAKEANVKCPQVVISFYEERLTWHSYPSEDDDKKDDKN
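Compound inhibition of the preformed complex between 50 nM HP1-beta and 50 nM biotinylated H3K9me3 peptide was read by AlphaScreen. Buffer was PBS pH 7.4 with 0.01% Tween-20. Incubations ran 30 min at room temperature, with 10 ug/mL donor/acceptor beads.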
Pin1 inh = human Pin1 inhibition | Q13526 | Pin1 FP peptide displacement, HiFluor488, 10 min | Potency, µM (doses to about 115 µM), for the others: at the top dose activity, negative = inhibition, actives largely listed as inhibitors | 390,000 tested, 0.009% active | AID 504891; active means well fitted inhibition curve with a large enough effect in the polarisation, with a control signal flat, not every such curve was filed as active; inconclusive means small, poorly fitted or top-dose-only effect, or effect the other way, or a change in a side signal; inactive means no such curve, though single readings can be large or run the other way; the % refers to the polarisation; further: potency means the concentration at half of the fitted maximal effect; on the % scale 0 is the no-effect control and ±100 the full control effect
Target sequence (Q13526 whole entry, looked up): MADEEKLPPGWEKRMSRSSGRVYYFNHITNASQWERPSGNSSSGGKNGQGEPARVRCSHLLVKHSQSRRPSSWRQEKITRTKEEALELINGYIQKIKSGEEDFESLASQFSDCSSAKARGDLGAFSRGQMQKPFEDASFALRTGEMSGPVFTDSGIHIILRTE
G9a inh = inhibitors of human histone lysine methyltransferase G9a; Q96KQ7; G9a H3K9 monomethylation, AlphaScreen, 2 h; Potency, µM (doses to about 102 µM), for inactives: at the highest dose activity, negative = inhibition, most hits filed as inhibitors; 350,000 tested, 8.8% active; AID 504332; further: potency means the concentration at half of the fitted maximal effect; on the % scale 0 is the no-effect control and ±100 the full control effect; nearly all actives have a fitted effect of over 75% in size
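Using a bead-based AlphaScreen, monomethylated H3K9 product from 2 h room-temperature reactions (G9a 20 nM, peptide 500 nM, SAM 20 uM) was detected with 0.5 ug/mL rabbit anti-H3K9me1 antibody.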
Tb PGK inh = inhibitors of T. brucei phosphoglycerate kinase. P07378. PGK/GAPDH coupled, Kinase-Glo luminescence, 60 min. Potency, µM (series often up to 57.5 µM), inactives show at the top dose activity change, negative = inhibition, most hits filed as inhibitors. 380,000 tested, 0.043% active; further: potency means the concentration at half of the fitted maximal effect; on the % scale 0 is the no-effect control and ±100 the full control effect; nearly all actives have a fitted effect of over 60% in size
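Recombinant glycosomal PGK reaction used 1,3-bisphosphoglycerate generated in-well by GAPDH (100nM final) in 100mM TEA pH 7.6, 5mM MgCl2, 0.01% Tween-20. After 60 minutes at room temperature, ATP was read by Kinase-Glo Plus luminescence end-point.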
GLS inh = glutaminase GLS (human) inhibition; Potency, µM (doses to about 45.5 µM), without a hit: at the highest dose activity change, negative = inhibition, hits mostly inhibitors; GLS enzymatic activity, qHTS titration; O94925; 410,000 tested, 0.21% active; further: potency means the concentration at half of the fitted maximal effect; on the % scale 0 is the no-effect control and ±100 the full control effect
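Human kidney-isoform GLS in 45 mM KH2PO4 pH 8.2, 0.02% Tween-20, with compound, started with 1mM L-Glutamine (added stock). Glutamate oxidase/HRP/Amplex red coupled fluorescence read at start and after 30 min at RT.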
PI4K2A inh = PI4K2A (human) kinase inhibition | Q9BTU6 | purified PI4K2A, ADP-Glo luminescence, 1 h; hits give low values | activity change, negative = inhibition, % at 76.9 µM | 420,000 tested, 0.13% active; in the data active means activity change below about -50%; inconclusive means mostly about -30% to -49%;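 further: -100% = wells without enzyme as full effect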
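ADP-Glo luminescence measured ADP generated by PI4K2A enzyme (4 ug/mL before mixing) with 1.2 mM PI substrate (pre-mix) and 300 microM ATP (pre-mix). Tris pH7.5 buffer with MgCl2, Triton X-100; 1 h reaction at ambient temperature.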
BAZ2B inh = inhibitors of human BAZ2B bromodomain; Q9UIF8; AlphaScreen BAZ2B-H3K14Ac peptide displacement; Potency, µM (doses to about 114 µM), for inactives: top-dose activity change, negative = inhibition, most hits filed as inhibitors; 360,000 tested, 4.4% active; further: potency means the concentration at half of the fitted maximal effect; on the % scale 0 is the no-effect control and ±100 the full control effect; nearly all actives have a fitted effect of over 60% in size
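AlphaScreen luminescence quantifies BAZ2B engagement of H3K14Ac peptide; the protein and biotinylated peptide are both at 50 nM final, buffer PBS pH 7.4 with 0.01% Tween-20, all steps at room temperature.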
JMJD2A Tudor = blocks the human JMJD2A Tudor domain; O75164; AlphaScreen JMJD2A-Tudor / H3K4me3 peptide binding; Potency, µM (titrated, usually from 114 µM), for the others: at the highest dose activity change, negative = inhibition, hits mostly inhibitors; 390,000 tested, 4.4% active; AID 504339; further: potency means the concentration at half of the fitted maximal effect; on the % scale 0 is the no-effect control and ±100 the full control effect; nearly all actives have a fitted effect of over 50% in size
POLH inh = blocks human DNA polymerase eta activity | Q9Y253 | Potency, µM (series often up to 114 µM), without a hit: at the highest dose activity change, negative = inhibition, hits mostly inhibitors | 390,000 tested, 1.2% active | recombinant Pol eta, fluorescent DNA replication assay; further: potency means the concentration at half of the fitted maximal effect; on the % scale 0 is the no-effect control and ±100 the full control effect
Target sequence (Q9Y253 whole entry, looked up): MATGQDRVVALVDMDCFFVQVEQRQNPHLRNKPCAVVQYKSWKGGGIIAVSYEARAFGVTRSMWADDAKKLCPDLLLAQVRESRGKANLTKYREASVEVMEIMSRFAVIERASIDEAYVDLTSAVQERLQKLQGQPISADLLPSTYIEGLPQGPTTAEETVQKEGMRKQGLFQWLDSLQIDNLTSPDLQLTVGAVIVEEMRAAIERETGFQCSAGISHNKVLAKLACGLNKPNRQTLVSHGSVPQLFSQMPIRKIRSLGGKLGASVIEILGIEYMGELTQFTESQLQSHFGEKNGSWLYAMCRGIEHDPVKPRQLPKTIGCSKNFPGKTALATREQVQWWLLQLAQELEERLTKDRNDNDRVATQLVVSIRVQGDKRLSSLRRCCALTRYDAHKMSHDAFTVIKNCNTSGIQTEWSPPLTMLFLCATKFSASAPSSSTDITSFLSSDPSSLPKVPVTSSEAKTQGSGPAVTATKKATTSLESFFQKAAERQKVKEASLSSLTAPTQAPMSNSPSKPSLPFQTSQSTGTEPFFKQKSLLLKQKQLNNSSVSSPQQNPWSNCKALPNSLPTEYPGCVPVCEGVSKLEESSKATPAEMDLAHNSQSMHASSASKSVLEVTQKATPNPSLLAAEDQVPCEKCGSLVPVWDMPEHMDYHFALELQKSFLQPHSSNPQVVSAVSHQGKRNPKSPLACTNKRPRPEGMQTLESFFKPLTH
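Fluorescent replication assay: 50 nM final substrate added after a 15 min room-temperature compound preincubation with 10 nM enzyme. Signal taken at 0 min and again at 10 min.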
Active calls of the source: *; i = inactive; u = inconclusive; x = not tested or not shown; [ ] = dose if it differs, or a comment. Unless noted, the call rests on the fitted dose curve; in most records, active means well fitted curve in the direction sought with a large enough effect; inconclusive means small, poorly fitted or top-dose-only effect, or another doubt; inactive means no such curve, though single readings can be large; an effect the other way counts as inactive or inconclusive.

nr	HP1b binding inh	G9a inh	Tb PGK inh	BAZ2B inh	Pin1 inh	JMJD2A Tudor	PI4K2A inh	POLH inh	GLS inh	structure
1	58%[activator]	u	i	-7%	21%	-12%	-5	-10%	0%	COc1ccc(NC(=O)CSc2nc3ccc(Nc4nc(N5CCOCC5)nc(N5CCOCC5)n4)cc3s2)cc1
2	5%	3%	-9%	12%	0%	-11%	-2	-6%	-10%	O=C(O)CC1(Cc2nc(-c3cccs3)no2)CCCC1
3	20%	-2%	-4%	-14%	1%	-21%	-5	-13%	4%	CCn1c(CCNC(=O)c2ccc(OC)cc2)nnc1SCC(=O)Nc1ccccc1F
4	39%	2%[59 µM]	0%	10%	15%	10%	-9	-10%	-14%	COc1ccc(-n2c3nc4ccccc4nc3c3c(=N)oc(C)nc32)cc1
5	32%	u	-6%	-4%	-1%	-8%	7	-17%	28%	O=C(Cc1ccsc1-c1ccccc1)NO
6	14%	u	i	-8%	3%	-17%	-11	2%	2%	CC1CCCN(C2=NC(=O)/C(=C/c3cn(-c4ccccc4)nc3-c3cccc(S(=O)(=O)N(C)C)c3)S2)C1 (centres undefined)
7	14%	-37%[59 µM]	-3%	x	-13%	-2%	2	-9%	4%	CC(Oc1cc(C(F)(F)F)cc(C(F)(F)F)c1)C(=O)NC(N)=O (centres undefined)
8	19%	u	x	-18%	-11%	-31%	1	4%	-1%	Cc1cccc(C)c1OCC(=O)N/N=C/c1cc2c(cc1[N+](=O)[O-])OCO2
9	33%	13%[59 µM]	0%	-24%	-9%	-4%	0	-13%	3%	COc1ccc(-c2nc(CNC(=O)Nc3ccccc3)c(C)o2)cc1
10	-12%	6%	i	3%	14%	-28%	2	-15%	8%	Cc1ccc(C2CC(C(F)(F)F)n3nc(C(=O)Nc4c(C)n(C)n(-c5ccccc5)c4=O)cc3N2)cc1 (centres undefined)
11	29%	x	i	-6%	-3%	-3%	-1	-9%	-3%	O=C(Cn1c(C(F)(F)F)nc2ccccc21)c1ccccc1
12	23%	18%	-6%	-32%	-2%	-3%	0	-18%	5%	Cc1cc(NN)nc(Cc2ccccc2)n1
13	41%[activator]	21%[59 µM]	1%	-8%	1%	8%	-2	4%	21%	CN(c1ncnc(N)c1[N+](=O)[O-])C1CCCCC1
14	36%[activator]	u	-1%	-13%	3%	-9%	2	2%	-15%	COc1ccc(NC(=S)NNC(=O)CCn2cc([N+](=O)[O-])cn2)cc1
15	38%	u	-5%	-2%	-1%	-2%	0	-13%	26%	CN(c1ccccc1C(=O)O)S(C)(=O)=O
16	24%	-74%[59 µM]	1%	20%	2%	2%	1	u	6%	COc1ccc(-c2nc3c(c(=O)[nH]c(=O)n3Cc3ccccc3)n2C)cc1
17	46%[activator]	0%[12.7 µM]	-7%	-8%	9%	-10%	4	1%	-2%	CNS(=O)(=O)c1ccc(NC(=O)C(CCSC)NC(N)=O)cc1 (centres undefined)
18	26%	-22%[59 µM]	-8%	-13%	4%	-17%	-6	-15%	-5%	COCCSc1nnc(NC(=O)C2CC(=O)N(c3ccc(Cl)cc3)C2)s1 (centres undefined)
19	23%	-31%[12.7 µM]	-2%	-17%	1%	-11%	5	-13%	-1%	O=C(Cn1c(=O)cnc2ccccc21)N1CCN(S(=O)(=O)c2ccccc2Br)CC1
20	19%	8%[59 µM]	4%	-3%	-3%	-2%	-3	-6%	6%	CN1CCN(C(=O)CCN2C(=O)c3ccccc3S2(=O)=O)CC1
21	17%	x	3%	x	5%	-16%	-4	-4%	2%	c1ccc(CNCCCn2cnc3c(OCc4ccccc4)ncnc32)cc1
22	50%[activator]	35µM*	x	u	3%	u	-7	-3%	-2%	N#CCCN(Cc1ccccc1)C(=O)c1nccnc1C(=O)O
23	2%	16%	2%	-9%	6%	-5%	4	8%	0%	CN(C)c1ccc(/C=N/NC(=O)CNC(=O)/C=C/c2ccccc2)cc1
24	33%	34%[activator]	-12%	5%[57.1 µM]	3%	1%	2	-8%	-6%	O=C(Nc1ccc(Cl)cc1)OCc1cc(-c2ccccc2Cl)on1
25	-5%	10%	5%	8%	3%	56µM*	3	-2%	12%	CC1CCCCN1C(=O)COc1ccccc1F (centres undefined)
26	48%	13%	-6%	-21%	-1%	-10%	-1	-5%	0%	O=C(CSc1nnc(-c2ccncc2)o1)Nc1ccccc1C(F)(F)F
27	35%	-24%	2%	-1%	-10%	-13%	-10	-9%	0%	C=CCNC(=O)C1CCN(S(C)(=O)=O)CC1
28	23%	28%	-8%	20%	6%	-8%	-1	-21%	-1%	NC(=O)C1CCN(CC(=O)N2N=CCC2c2ccccc2)CC1 (centres undefined)
29	7%	5%[59 µM]	1%	2%	-3%	-17%	-1	-15%	-4%	Cc1c(CC(=O)N2CCCCC2)c(=O)oc2cc3occ(C(C)(C)C)c3cc12
30	10%	20%[2.33 µM]	2%	-8%	-3%	-12%	3	-20%	1%	CN(C)c1ccc(C(=O)NCC(c2cccs2)N2CCOCC2)cc1[N+](=O)[O-] (centres undefined)
31	25%	x	-7%	x	7%	-13%	-1	-4%	0%	C[C@H]1CN([C@@H](C)CO)C(=O)c2cccc(NC(=O)c3ccc(-c4nccs4)cc3)c2O[C@@H]1CN(C)C(=O)Nc1cccc2ccccc12
32	-18%	6%	0%	4%	-3%	-8%	-1	-4%	-9%	Cc1sc2nc(C(C)C)nc(SCC(=O)NC3CC3)c2c1C
33	23%	-34%[59 µM]	-9%	1%	-4%	-11%	-14	-10%	4%	COc1cc(CNC2CCCC2)cc(Cl)c1OCc1ccc(F)cc1
34	-4%	u	-3%	-2%	1%	-3%[11.4 µM]	-11	-13%	1%	OCCCNCc1ccc(Cl)cc1Cl
35	12%	21%[2.33 µM]	-7%	6%	-4%	-27%	-12	-17%	25%	Cc1nnc(SCC(=O)Nc2ccc(N3CCOCC3)cc2)n1Cc1ccccc1
36	9%	x	i	x	1%	-14%	3	5%	0%	Cc1ccc2nc(SCC(=O)N3CCCc4ccccc43)nc(=O)n2c1
37	22%	u	6%	-5%	-2%	-5%	-1	-9%	4%	COc1ccc2nc(Nc3nc(CSc4ccc(C)cc4)cc(=O)[nH]3)nc(C)c2c1
38	65%[activator]	2%[2.33 µM]	i	-32%	61%[activator]	56µM*	-4	-15%	1%	CCCCCCSc1ccc([C@@H]2[C@@H]3C(=O)N(CC)C(=O)[C@@H]3[C@]3(C(=O)OC)CCCCN23)cc1OC
39	15%	40µM*	-10%	u	-9%	-46%	-6	22µM*	-12%	COc1ccccc1OCCn1c(SCC(=O)O)nc2ccccc21
40	15%	16%[59 µM]	2%	4%	-11%	-20%	6	-9%	-1%	COc1ccc(OC)c(C(C)NC(=O)c2ccc(Br)cc2)c1 (centres undefined)
41	17%	-15%	0%	5%	-2%	-12%	7	-3%	-3%	O=c1c2ccccc2[nH]c2ccccc12
42	0%	-10%[59 µM]	-5%	-1%	-11%	-21%	3	-18%	8%	O=C1C(c2ccc(F)cc2)N(Cc2ccc3c(c2)OCO3)C(=O)CN1C1CCCCC1 (centres undefined)

13 of the compounds above, in transposed form.
(30) CN(C)c1ccc(C(=O)NCC(c2cccs2)N2CCOCC2)cc1[N+](=O)[O-] (centres undefined)
(31) C[C@H]1CN([C@@H](C)CO)C(=O)c2cccc(NC(=O)c3ccc(-c4nccs4)cc3)c2O[C@@H]1CN(C)C(=O)Nc1cccc2ccccc12
(32) Cc1sc2nc(C(C)C)nc(SCC(=O)NC3CC3)c2c1C
(33) COc1cc(CNC2CCCC2)cc(Cl)c1OCc1ccc(F)cc1
(34) OCCCNCc1ccc(Cl)cc1Cl
(35) Cc1nnc(SCC(=O)Nc2ccc(N3CCOCC3)cc2)n1Cc1ccccc1
(36) Cc1ccc2nc(SCC(=O)N3CCCc4ccccc43)nc(=O)n2c1
(37) COc1ccc2nc(Nc3nc(CSc4ccc(C)cc4)cc(=O)[nH]3)nc(C)c2c1
(38) CCCCCCSc1ccc([C@@H]2[C@@H]3C(=O)N(CC)C(=O)[C@@H]3[C@]3(C(=O)OC)CCCCN23)cc1OC
(39) COc1ccccc1OCCn1c(SCC(=O)O)nc2ccccc21
(40) COc1ccc(OC)c(C(C)NC(=O)c2ccc(Br)cc2)c1 (centres undefined)
(41) O=c1c2ccccc2[nH]c2ccccc12
Screen / compound no.	30	31	32	33	34	35	36	37	38	39	40	41
HP1b binding inh	10%	25%	-18%	23%	-4%	12%	9%	22%	65%[activator]	15%	15%	17%
G9a inh	20%[2.33 µM]	x	6%	-34%[59 µM]	u	21%[2.33 µM]	x	u	2%[2.33 µM]	40µM*	16%[59 µM]	-15%
Tb PGK inh	2%	-7%	0%	-9%	-3%	-7%	i	6%	i	-10%	2%	0%
BAZ2B inh	-8%	x	4%	1%	-2%	6%	x	-5%	-32%	u	4%	5%
Pin1 inh	-3%	7%	-3%	-4%	1%	-4%	1%	-2%	61%[activator]	-9%	-11%	-2%
JMJD2A Tudor	-12%	-13%	-8%	-11%	-3%[11.4 µM]	-27%	-14%	-5%	56µM*	-46%	-20%	-12%
PI4K2A inh	3	-1	-1	-14	-11	-12	3	-1	-4	-6	6	7
POLH inh	-20%	-4%	-4%	-10%	-13%	-17%	5%	-9%	-15%	22µM*	-9%	-3%
GLS inh	1%	0%	-9%	4%	1%	25%	0%	4%	1%	-12%	-1%	-3%

(42) O=C1C(c2ccc(F)cc2)N(Cc2ccc3c(c2)OCO3)C(=O)CN1C1CCCCC1 (centres undefined)
Screen / compound no.	42
HP1b binding inh	0%
G9a inh	-10%[59 µM]
Tb PGK inh	-5%
BAZ2B inh	-1%
Pin1 inh	-11%
JMJD2A Tudor	-21%
PI4K2A inh	3
POLH inh	-18%
GLS inh	8%

Bioassay records (PubChem BioAssay)

This is a subset; the hit share may differ from the screen's.
